# High-throughput results as filed in PubChem.
# GLP1R ag: qHTS of GLP-1 Receptor Agonists; HEK293 GLP-1R CRE-luciferase, luminescence, 4-6 h; cells express a hypersensitive GLP-1R form; Potency, µM (top dose mostly 45.6 µM), for inactives: at the highest dose activation, most hits filed as activators; hit rate 0.007% among 380,000; AID 624172, 2012; also: potency is read from the fitted curve at half-maximal effect; % of control where 0% means no effect
# EPAC1 antag: qHTS for Antagonist of cAMP-regulated guanine nucleotide exchange factor 3 (EPAC1): primary screen; AID 720709, 2013; Potency, µM (titrated, usually from 115 µM), for inactives: top-dose activity change, negative = inhibition, hits mostly inhibitors; Rap guanine nucleotide exchange factor 3 (Homo sapiens), O95398; EPAC1 GEF assay, Rap1b-BODIPY-GDP exchange fluorescence; hit rate 0.14% among 360,000;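 also: potency is read from the fitted curve at half-maximal effect; plate controls were vehicle for no effect and positive control for full effect; nearly all actives have a fitted effect of over 50% in size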
# HEK293 tox: qHTS of GLP-1 Receptor Inverse Agonists: Cytotox Screen | Potency, µM (highest dose often 38.3 µM), for the others: at the top dose activity change, negative = inhibition, hits mostly inhibitors | HEK293 cAMP-luciferase reporter cells, luminescence, 24 h | hit rate 0.13% among 410,000 | AID 624418, 2012;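 also: loss of luciferase light is scored as toxicity; potency is read from the fitted curve at half-maximal effect; % is scaled to controls: 0 for no effect and ±100 for the full control effect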
#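 Cells in DMEM/10% Nu serum/1% pen-strep, 1536-well format. Pre-incubated 12 h, dosed with 23 nL compound, incubated a further 24 h. Luciferase detection, 12 min at room temp, luminescence.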
# PLK1 PBD inh: qHTS for Inhibitors of PLK1-PDB (polo-like kinase 1 - polo-box domain): Primary Screen; hit rate 2.8% among 360,000; AID 720504, 2013; Potency, µM, for inactives: max response, negative = inhibition, most hits filed as inhibitors; Plk1 PBD binding of FITC phosphopeptide, fluorescence polarization; Serine/threonine-protein kinase PLK1 (Homo sapiens), P53350; also: potency is read from the fitted curve at half-maximal effect; series mostly up to about 57 µM; % is scaled to controls: 0 for no effect and ±100 for the full control effect; nearly all actives have a fitted effect of over 65% in size
# GLP-1R inv ag: qHTS of GLP-1 Receptor Inverse Agonists (Inhibition Mode); Glucagon-like peptide 1 receptor (Homo sapiens), P43220; HEK293 GLP-1R CRE-luciferase, luminescence, 24 h; GLP-1R form is constitutively active; Potency, µM (doses to about 38.3 µM), for the others: at the top dose activity change, negative = inhibition, usual class: inhibitors; hit rate 1.6% among 410,000; also: potency is read from the fitted curve at half-maximal effect; % is scaled to controls: 0 for no effect and ±100 for the full control effect; nearly all actives have a fitted effect of over 55% in size
#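 qHTS in 1536-well format: reporter HEK293 cells expressing constitutive GLP-1R activity in DMEM + 10% Nu serum, 24 hr with compounds at 37 deg C, luminescence read after 12 min with detection reagent.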
# IL-2 act: qHTS of IL-2 Activators; activation, % (series mostly up to about 46 µM); IL-2 activation reporter assay, cell-based qHTS; stimulated with anti-CD3/CD4/CD28 beads; in transgenic mouse T cells; hit rate 0.065% among 360,000; AID 652025, 2013; in the data active = activation above about 50%; inconclusive = mostly about 30% to 49%; also: 0% is about no effect
#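 Unstimulated transgenic mouse T cells, 750 per well, received compound and, after 60 minutes, anti-CD3/anti-CD4 bead plus anti-CD28 stimulation. EGFP and DsRed were quantified after 18 hours.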
# PI5P4Ka inh: qHTS for Inhibitors of phosphatidylinositol 5-phosphate 4-kinase (PI5P4K); Phosphatidylinositol 5-phosphate 4-kinase type-2 alpha (Homo sapiens), P48426; PI5P4Kalpha enzyme, ADP-Glo luminescence, 60 min; stronger effect = lower value; AID 652105, 2013; max response, %; hit rate 1.2% among 330,000; active = max response of -50% or lower; inconclusive = between -30% and -50%; inactive = -30% or higher; also: value at the top dose of about 77 µM; % is scaled to controls: 0 for no effect and ±100 for the full control effect
# Target sequence (P48426 whole entry, looked up): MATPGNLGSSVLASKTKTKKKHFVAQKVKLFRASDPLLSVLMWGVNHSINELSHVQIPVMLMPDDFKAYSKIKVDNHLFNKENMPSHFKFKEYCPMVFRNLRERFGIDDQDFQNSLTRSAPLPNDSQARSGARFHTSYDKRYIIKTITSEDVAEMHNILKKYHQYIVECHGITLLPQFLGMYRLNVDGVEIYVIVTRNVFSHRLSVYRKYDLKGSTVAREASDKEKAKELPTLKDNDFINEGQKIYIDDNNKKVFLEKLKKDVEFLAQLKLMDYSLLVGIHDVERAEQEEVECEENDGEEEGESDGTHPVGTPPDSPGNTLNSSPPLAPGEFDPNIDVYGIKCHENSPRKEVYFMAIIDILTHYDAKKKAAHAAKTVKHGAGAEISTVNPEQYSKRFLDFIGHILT
#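 ADP-Glo luminescence end-point read after a 60 min room-temperature kinase reaction of PI5P4Kalpha plus substrate, initiated with ATP at 5 microM final. Buffer: 0.038 M HEPES pH 7.4, EGTA, 0.1% CHAPS, 5% DMSO.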
# EPAC1 ag: qHTS for Agonist of cAMP-regulated guanine nucleotide exchange factor 3 (EPAC1): primary screen; EPAC1 agonist qHTS, biochemical assay; response scale: 100% = response to 6.5 mM cAMP; hit rate 0.073% among 360,000; Potency, µM (series often up to 154 µM), without a hit: at the highest dose activation, usual class: activators; Rap guanine nucleotide exchange factor 3 (Homo sapiens), O95398; AID 720707, 2013; also: potency is read from the fitted curve at half-maximal effect; nearly all actives have a fitted effect of over 60% in size
#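 Read-out is the fluorescence drop as BODIPY-GDP leaves Rap1B (480 nm excitation, 540 nm emission), recorded every 5 minutes over 30 minutes. Reactions held 100 nM EPAC1, 250 nM Rap1B–BODIPY-GDP and 50 uM GDP, with 6.5 mM cAMP setting full activation.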
# PTHR1 ag: qHTS for PTHR1 Agonists: Primary Screen | hit rate 0.075% among 410,000 | HEK293 GP2 PTHR1 cells, GloSensor cAMP luminescence, 1 h | Potency, µM (doses to about 115 µM), for inactives: at the highest dose activation, actives largely listed as activators | Parathyroid hormone/parathyroid hormone-related peptide receptor (Homo sapiens), Q03431 | AID 743266, 2014; also: potency is read from the fitted curve at half-maximal effect; nearly all actives have a fitted effect of over 55% in size; some results filed as inactive show a strong effect at the top dose; inactives centre near -15; many of its hits are not listed in these tables
# Target sequence (Q03431 whole entry, looked up): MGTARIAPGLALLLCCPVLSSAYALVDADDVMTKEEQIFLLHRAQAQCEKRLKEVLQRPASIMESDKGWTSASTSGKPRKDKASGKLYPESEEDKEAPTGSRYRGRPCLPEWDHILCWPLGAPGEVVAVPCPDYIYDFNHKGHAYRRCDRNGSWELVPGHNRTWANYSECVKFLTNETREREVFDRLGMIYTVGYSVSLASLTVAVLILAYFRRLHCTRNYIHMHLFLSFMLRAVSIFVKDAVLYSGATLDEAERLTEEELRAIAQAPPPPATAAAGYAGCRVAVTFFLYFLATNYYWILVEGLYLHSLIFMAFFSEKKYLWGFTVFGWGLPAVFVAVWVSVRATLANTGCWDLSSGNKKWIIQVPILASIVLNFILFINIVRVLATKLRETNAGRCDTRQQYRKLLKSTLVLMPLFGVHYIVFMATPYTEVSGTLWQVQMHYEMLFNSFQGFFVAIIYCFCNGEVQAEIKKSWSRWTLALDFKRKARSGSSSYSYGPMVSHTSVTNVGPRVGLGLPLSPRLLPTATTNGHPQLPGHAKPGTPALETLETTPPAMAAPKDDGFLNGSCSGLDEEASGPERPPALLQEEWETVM
#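 HEK-293-derived GP2 cells expressing PTHR1 and a GloSensor cAMP reporter, 3,000/well, plated overnight, given luciferin plus IBMX (each 0.5 mM as added) for 1 h at 37 °C, then compound for 1 h at 37 °C. Luminescence was read after 15 min at room temperature.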
# The depositor's hits bear a star; i = inactive; ? = inconclusive; nt = not tested or not shown; & = joins results of further samples; [ ] = dose if it differs, or a comment. Unless noted, calls follow the shape of the dose curve; as a rule, active = well fitted curve in the direction sought with a large enough effect; inconclusive = small, poorly fitted or top-dose-only effect, or another doubt; inactive = no such curve, though single readings can be large; an effect the other way counts as inactive or inconclusive. Some of the compounds tested (hit frequency here may not be typical).
nr	Molecule	GLP1R ag	EPAC1 antag	HEK293 tox	PLK1 PBD inh	GLP-1R inv ag
1	Cn1cnc(S(=O)(=O)N2CCCCC2c2cc(C(=O)Nc3cccc4c3CCCC4)no2)c1 (stereo not drawn)	7%	-23%	0%	-14%	20%
2	O=C(Cc1ccc2c(c1)OCCO2)N1CCN(S(=O)(=O)c2cccc(Cl)c2Cl)CC1	4%	-1%	22%	-9%	-10%
3	CC(CN1CCCCC1)NC(=O)c1cc(-c2ccccn2)nc2ccc(Cl)cc12 (stereo not drawn)	3%	2%	3%	-1%	?
4	COc1ccccc1N1CCN(C2CCCN(C(=O)C3=NN(C)C(=O)CC3)C2)CC1 (stereo not drawn)	0%	1%	0%	0%	13%
5	COc1ccc2[nH]cc(S(=O)(=O)c3ccc(C)cc3)c2c1	23%	10%	0%	-12%	18%
6	Cc1ccccc1-c1nsc(SCC(=O)Nc2ccc3c(c2)OCO3)n1	2%	-15%	-27%	2%	-8%
7	COc1ccc(/C=N/c2c(-c3ccc(OC)cc3)nc3n2CCS3)cc1	-5%	-1%	?	-2%	-12%
8	CCOc1ccc(NC(=O)Cn2cc(C(=O)c3ccccc3)c(=O)c3cc4c(cc32)OCO4)cc1	-3%	nt	3%	nt	6%
9	COc1ccc(-c2nc3ccc(Cl)cn3c2Cc2cccc(Cl)c2)cc1OC	11%	-13%	-7%	3%	-12%
10	CCc1cc(=O)oc2c(C)c(OCC(=O)N3CC[C@@]4(O)CCCC[C@H]4C3)ccc12	-2%	5%	-5%	-3%	0%

nr	IL-2 act	PI5P4Ka inh	EPAC1 ag	PTHR1 ag
1	1.3	-18	-14%	i
2	0.5	1	-4%	-1%
3	-3.7	-14	-8%	i
4	3.3	7	25%	i
5	-1.4	-4	3%	-1%
6	-0.8	2	-2%	-19%
7	1.4	nt	6%	-12%[57.5 µM]
8	nt	nt	nt	i
9	-0.1	6	4%	-52%[inhibitor]
10	1.5	1	0%	-4%

# Profiles, quoted from the list. Screens in order: GLP1R ag	EPAC1 antag	HEK293 tox	PLK1 PBD inh	GLP-1R inv ag	IL-2 act	PI5P4Ka inh	EPAC1 ag	PTHR1 ag
# COc1ccc2[nH]cc(S(=O)(=O)c3ccc(C)cc3)c2c1 is listed with 23%	10%	0%	-12%	18%	-1.4	-4	3%	-1%
# O=C(Cc1ccc2c(c1)OCCO2)N1CCN(S(=O)(=O)c2cccc(Cl)c2Cl)CC1 is listed with 4%	-1%	22%	-9%	-10%	0.5	1	-4%	-1%

# Next results follow:
nr	Molecule	GLP1R ag	EPAC1 antag	HEK293 tox	PLK1 PBD inh	GLP-1R inv ag
11	O=[N+]([O-])c1ccc(N2CCN(c3ccc([N+](=O)[O-])cc3CO)CC2)c(CO)c1	-5%	1%	-13%	7%	-7%
12	Cc1ccc(C(=O)NCC(=O)OC2CCCCC2=O)cc1C (stereo not drawn)	-3%	7%	-10%	-6%	18%
13	COc1ccc(-c2cc(-c3ccccc3)nc(Cl)n2)cc1OC	10%	-8%	0%	-24%	-26%
14	CCC(C)NC(=O)c1ccc(-n2c(=S)[nH]c3ccccc3c2=O)cc1 (stereo not drawn)	-2%	-5%	6%[7.66 µM]	-1%	-2%[7.66 µM]
15	COc1ccc(C(=O)NC2CC2)cc1OC1CCN(C/C=C/c2ccccc2)CC1	2%	0%	?	0%	?
16	COC(=O)C1=C(C)NC(C)=C(C(=O)OC)C1C(=O)OCC(=O)c1ccc(Br)cc1	5%	-9%	4%	-1%	7%
17	O=C(COc1ccccc1)Nc1c2c(nn1-c1ccccc1)CS(=O)C2 (stereo not drawn)	-10%	5%	-4%	-13%	30%
18	C=CCNC(=O)NS(=O)(=O)c1ccc(C)cc1	4%	-13%	73%[activator]	-10%	45%[activator]
19	COc1ccc2c(c1OC)C(=O)N1C2SC[C@H]1C(=O)NC1CCCC1 (stereo partly drawn)	1%	-3%	-2%	?	26%
20	COc1ccc(Cl)cc1-c1nc(SCC(=O)NC(C)(C)C)n[nH]1	5%	19%	21%	-11%	?

nr	IL-2 act	PI5P4Ka inh	EPAC1 ag	PTHR1 ag
11	27	-6	-10%	-45%[inhibitor]
12	-3.7	13	6%	i
13	-2.6	12	1%	-94%[inhibitor]
14	0.2	-3	3%	-3%
15	-0.5	0	-17%	i
16	0.9	0	-2%	-5%
17	0.3	-7	-3%	i
18	0.9	6	0%	-15%[57.5 µM]
19	-4.0	6	18%	i
20	-2.0	0	2%	-51%[inhibitor]

# The list goes on:
nr	Molecule	GLP1R ag	EPAC1 antag	HEK293 tox	PLK1 PBD inh	GLP-1R inv ag
21	Cc1cc(-c2cc(C(=O)NCc3ccccc3)on2)nc(NCC2CC2)n1	2%	-17%	0%	-3%	-28%
22	OCCNCC12CC3CC(CC(C3)C1)C2	7%	-7%	2%	-9%	3%
23	Cc1oc(-c2ccccc2)cc1C(=O)Nc1ccccc1	-4%	15%	3%	-14%	?
24	COc1ccc(Cl)cc1NC(=O)CN(C)C(=O)c1cc2ccccc2cc1OC	-4%	-7%	0%	-4%	10µM*
25	O=C(C(=O)N1CCC(Cc2ccccc2)CC1)c1ccccc1Br	nt	7%	-1%	8%	?
26	C[C@H](CO)N1C[C@H](C)[C@@H](CN(C)C(=O)Nc2ccc3c(c2)OCO3)Oc2c(NS(=O)(=O)c3ccccc3)cccc2C1=O	-3%	-19%	10%	-11%	9%
27	S=C(c1ccc(N2CCCC2)c(Br)c1)N1CCCCC1	2%	-1%	-2%[7.66 µM]	-12%	?
28	Nc1nnc(-c2ccc(Cl)c(Cl)c2)s1	-4%	-1%	5%	-6%	6%
29	O=C(CNc1cccc(S(=O)(=O)N2CCCC2)c1)Nc1cccc(Br)c1	0%	-9%	0%	-3%	?
30	COc1cc(C(=O)Nc2nccs2)c(Br)c(OC)c1OC	-14%	-3%	-27%	-6%	-20%

nr	IL-2 act	PI5P4Ka inh	EPAC1 ag	PTHR1 ag
21	-0.6	1	-1%	-10%
22	0.6	4	1%	-23%
23	-0.1	0	-1%	-17%[57.5 µM]
24	-0.9	-4	17%	-20%
25	-0.2	-2	-1%	-21%
26	-2.3	7	-8%	-51%
27	-0.2	0	2%	-23%
28	1.1	2	-1%	-11%
29	-1.0	8	-2%	-19%
30	1.8	0	8%	-11%[57.5 µM]

# (more compounds)
nr	Molecule	GLP1R ag	EPAC1 antag	HEK293 tox	PLK1 PBD inh	GLP-1R inv ag
31	CSc1ncccc1C(=O)OCC(=O)c1ccc(C)s1	14%	12%	3%	-12%	5%
32	COCc1cc(=O)n2c([nH]c3ccccc32)c1C#N	-1%	-10%	85%[activator]	-3%	-11%
33	O=C(CN1C(=O)NC2(CCCC2)C1=O)NCCc1ccccc1	-5%	15%	-14%	2%	9%
34	CCOc1ccc(CCNC(=O)c2cc3sccc3n2C)cc1OCC	11%	-9%	-6%	9%	8%
35	COc1ccc(/C=N/NC(=O)c2nc(Cl)c(Cl)c(N)c2Cl)cc1COc1ccc(F)cc1F	-23%	6%	?	-1%	?
36	CC(C)n1nnnc1C1c2ccccc2C(=O)N1Cc1cccnc1 (stereo not drawn)	-1%	20%	3%	4%	6%
37	COC(=O)c1ccccc1NS(C)(=O)=O	4%	11%	2%	-3%	6%
38	Cc1cc(C)c(N(C(=O)CN2C(=O)c3ccccc3S2(=O)=O)C(C(=O)NCC2CCCO2)c2ccc(F)cc2)c(C)c1 (stereo not drawn)	1%	?	7%	-9%	?
39	O=C(NCc1ccccc1F)C1CCN(C(=O)Nc2ccc(F)cc2)CC1	5%	2%	1%	-1%	-13%
40	Cc1cc(NS(=O)(=O)c2ccc(NC(=O)Cc3cccs3)cc2)no1	-9%	5%	-11%	0%	-4%

nr	IL-2 act	PI5P4Ka inh	EPAC1 ag	PTHR1 ag
31	0.2	-1	10%	i
32	-0.3	nt	12%	-16%[57.5 µM]
33	-0.2	-6	0%	-19%
34	-0.6	17	3%	-16%
35	-0.2	-1	-10%	i
36	-0.5	-2	8%	i
37	2.0	-3	-6%	i
38	-2.9	0	1%	i
39	-1.1	1	3%	-11%
40	-2.8	nt	2%	i

# (cont.)
nr	Molecule	GLP1R ag	EPAC1 antag	HEK293 tox	PLK1 PBD inh	GLP-1R inv ag
41	COc1ccccc1N1CCN(C(=S)Nc2ccccc2)CC1	-3%&-7%	-13%&2%	5%&-8%	-1%&5%	-17%&-16%
42	O=C(CN1CCN(S(=O)(=O)c2ccc(Cl)s2)CC1)N1CCCCC1	2%	-8%	6%	-17%	-18%
43	Cc1nn(C)cc1NC(=O)CCSc1nc(-c2ccco2)cc(C(F)(F)F)n1	12%	-5%	-12%	-17%	3%
44	c1ccc(Oc2nc(NCc3ccco3)nc(NCc3ccco3)n2)cc1	6%	-2%	18%	-13%	0%
45	Cc1ccc(OCC(=O)NNC(=O)C2CCN(c3nc(C)cc(C)n3)CC2)cc1	-8%	12%	-7%	-12%	23%
46	Cc1cc(C(=O)COC(=O)Cn2c(C(F)(F)F)nc3ccccc32)c(C)n1Cc1ccco1	-1%	10%	-6%	-2%	9%

nr	IL-2 act	PI5P4Ka inh	EPAC1 ag	PTHR1 ag
41	-0.7&-0.5	8&0	2%&4%	-19%
42	0.0	3	5%	?
43	-0.6	-2	-17%	-6%[57.5 µM]
44	-0.8	-1	0%	i
45	-2.7	nt	4%	-15%
46	-1.3	nt	6%	-19%
